Compound activity (PubChem)
NCI-60 one-dose screen, 48 h, at 10 µM unless noted. Numbers give growth in % (100 = growth as untreated, 0 = no growth, -100 = all killed).
HL-60(TB) – HL-60(TB) leukemia cells; hit rate 9% among 78,000; AID 1794776; active = growth percent below 10
Numbers without * were called inactive; & = joins results of further samples; [ ] = another dose, or the depositor's remark. A portion of the library; rates above refer to the full screens.

SMILES	HL-60(TB)
CC(=O)OCC(=O)[C@H]1CC[C@H]2[C@@H]3CCC4=CC(=O)C=C[C@]4(C)[C@H]3CC[C@]12C	87
COc1ccc(NC(=O)c2cc3ccc4c5ccccc5[nH]c4c3cc2O)cc1	97
CN[C@@]1(c2ccccc2Cl)CCCC[C@@H]1NCC1CC1	96
CCOc1nc(-c2ccccc2)cc2c(O)c(C(=O)N/N=C/c3ccc(F)cc3)[nH]c(=O)c12	207
C(=C\c1cc(-c2cc(/C=C/c3ccccc3)[nH]n2)n[nH]1)/c1ccccc1	100
O=S(=O)(NCCCNc1cc(-c2cn(-c3ccccc3)nc2-c2cccc(O)c2)ccn1)c1ccc(Cl)cc1	1.2*
CCC(C)N1C(=O)c2ccccc2C1=O (configuration not stated)	105
Nc1ccc(-c2ccc(F)cc2)cc1NC(=O)N1CCC2(CCOC2)CC1	64
C[C@H](c1ccccc1)N1C(=S)N(C)[C@H]2NC(=S)N[C@H]21	99
O=C(/C=C/c1cn(-c2ccccc2)nc1-c1ccccc1)OCc1cn(-c2ccccc2[N+](=O)[O-])nn1	71
CC(C)(SC(c1ccccc1)(c1ccccc1)c1ccccc1)C(N)C(=O)O (configuration not stated)	119
Cc1cc(N2CCOCC2)nc(N2CCOCC2)c1C#N	97
Cn1c(=O)ccc2ccccc21	77
COc1ccc(-c2cc(C#N)c(NNC(C)=O)[nH]2)cc1	11
O=c1nc2sc3cc(F)ccc3cc-2s1	98
CC[C@@H](C)C(=O)O[C@H]1[C@H](O)[C@H]2[C@@H](CN3C[C@@H](C)CC[C@H]3[C@@]2(C)O)[C@@H]2CC34O[C@]5(O)[C@@H](OC(=O)[C@@](C)(O)CC)CC[C@@]3(C)[C@@H]5[C@@H](OC(C)=O)[C@@H](OC(C)=O)[C@H]4[C@@]21O	92
CCOC(=O)C#Cc1c(C(=O)OCC)nnn1Cc1ccc([N+](=O)[O-])cc1	55
O=C1NC(=O)N(Cc2ccccc2)CC1Br (configuration not stated)	56
CC1(N)CCC(C(C)(C)N)CC1 (configuration not stated)	138
NS(=O)(=O)c1ccc(NC(=O)Nc2nc(-c3ccc(F)cc3)cs2)cc1	92
C[C@]12CC[C@@H]3c4ccc(O)c([N+](=O)[O-])c4CC[C@H]3[C@@H]1CCC2=O	94
CSc1nc(Nc2ccc(S(N)(=O)=O)cc2)c(C#N)c(-c2cccc([N+](=O)[O-])c2)n1	94
COc1ccc(/C=N/NC(N)=S)c(OC)n1	93
c1ccc(Cc2ccccc2)cc1	112
CCC(=O)N1N=C(c2ccc(-n3ccc(C(F)(F)F)n3)cc2)CC1c1ccc[nH]1 (configuration not stated)	99
CCN(CC)CCCC(C)Nc1cnc(C(=O)Nc2ccc(Cl)c3cccnc23)cn1 (configuration not stated)	-63*
CCN(CC)c1ccc(\C=N/N=C(N)/C(N)=N\N=C/c2ccc(N(CC)CC)cc2)cc1	112
O=C(CCc1nnc(-c2ccc(O)cc2)o1)c1nc2ccccc2[nH]1	97
c1ccc(Nc2c(-c3c[nH]c4ccccc34)nc3sc4ccccc4n23)cc1	100
Cc1nc2c(c3nnc(-c4ccc(Cl)cc4)n13)CC(C)c1ccccc1N2C (configuration not stated)	94

A section of the results above, for reference:
SMILES	HL-60(TB)
COc1ccc(-c2cc(C#N)c(NNC(C)=O)[nH]2)cc1	11
O=c1nc2sc3cc(F)ccc3cc-2s1	98
CC[C@@H](C)C(=O)O[C@H]1[C@H](O)[C@H]2[C@@H](CN3C[C@@H](C)CC[C@H]3[C@@]2(C)O)[C@@H]2CC34O[C@]5(O)[C@@H](OC(=O)[C@@](C)(O)CC)CC[C@@]3(C)[C@@H]5[C@@H](OC(C)=O)[C@@H](OC(C)=O)[C@H]4[C@@]21O	92
CCOC(=O)C#Cc1c(C(=O)OCC)nnn1Cc1ccc([N+](=O)[O-])cc1	55
O=C1NC(=O)N(Cc2ccccc2)CC1Br (configuration not stated)	56
CC1(N)CCC(C(C)(C)N)CC1 (configuration not stated)	138
NS(=O)(=O)c1ccc(NC(=O)Nc2nc(-c3ccc(F)cc3)cs2)cc1	92
C[C@]12CC[C@@H]3c4ccc(O)c([N+](=O)[O-])c4CC[C@H]3[C@@H]1CCC2=O	94
CSc1nc(Nc2ccc(S(N)(=O)=O)cc2)c(C#N)c(-c2cccc([N+](=O)[O-])c2)n1	94
COc1ccc(/C=N/NC(N)=S)c(OC)n1	93
c1ccc(Cc2ccccc2)cc1	112
CCC(=O)N1N=C(c2ccc(-n3ccc(C(F)(F)F)n3)cc2)CC1c1ccc[nH]1 (configuration not stated)	99
CCN(CC)CCCC(C)Nc1cnc(C(=O)Nc2ccc(Cl)c3cccnc23)cn1 (configuration not stated)	-63*
CCN(CC)c1ccc(\C=N/N=C(N)/C(N)=N\N=C/c2ccc(N(CC)CC)cc2)cc1	112
O=C(CCc1nnc(-c2ccc(O)cc2)o1)c1nc2ccccc2[nH]1	97
c1ccc(Nc2c(-c3c[nH]c4ccccc34)nc3sc4ccccc4n23)cc1	100
Cc1nc2c(c3nnc(-c4ccc(Cl)cc4)n13)CC(C)c1ccccc1N2C (configuration not stated)	94

Continued:
SMILES	HL-60(TB)
O=C1CCCCC=C1C[N+](=O)[O-]	0.0*
NS(=O)(=O)c1ccc(N=Nc2c(O)n(Cc3ccccc3)c3ccccc23)cc1	93
COc1ccc(-c2nc(C(=O)Nc3cc(F)cc(F)c3)nn2-c2cccc3ccccc23)cc1OC	85
O=C(NCc1ccco1)C(=O)N/N=C/c1ccccc1O	81
CC1CCC2CC(=O)NC(=O)CC12 (configuration not stated)	97
COc1ccc(/C=C/C(C)=N/OCC(=O)O)cc1	89
Fc1ccc(/C(=N\c2nnc(-c3ccc(Cl)cc3)s2)c2ccccc2)cc1	75
COC(=O)Cc1cc(O)cc2oc(-c3ccc(OC)cc3)cc(=O)c12	107
CCNc1nc2c(cnn2C)c(=O)[nH]1	94
O=C(/C(=C/c1ccc(F)cc1)c1ccccc1)c1ccccc1	76
CCCCNC(=S)Nc1ccc(OCc2nc3ccc(Cl)cc3[nH]2)cc1	13
CCOc1ccc(N2C(=O)N(c3ccc(OC)cc3)C(=O)C2=S)cc1	99
C[C@H]1[C@H](C)CC[C@]2(C(=O)NCC#CCN3CCN(C)CC3)CC[C@]3(C)C(=CC[C@@H]4[C@@]5(C)Cc6c([nH]c7ccccc67)C(C)(C)[C@@H]5CC[C@]43C)[C@H]12	64
O=C1CN(/N=C/c2ccc(-c3ccc([N+](=O)[O-])cc3)o2)C(=O)N1	103
COc1ccc(C2C=C(c3ccc(Cl)cc3)N=C3SC=CN32)cc1 (configuration not stated)	113
COc1ccc2c(c1)CC[C@@H]1[C@@H]2CC[C@]2(C)[C@H](O)[C@H](O)C[C@@H]12	82
COc1cc(-c2nn(-c3ccc(NC(=O)c4ccc(Cl)c(Cl)c4)cc3)cc2-c2ccncc2)ccc1Cl	34
COC(=O)Nc1nc2ccc(C(=O)c3cccs3)cc2[nH]1	-45*
CCOC(=O)c1c(OC)ccc2ccccc12	98
N#Cc1cccc(COc2ccc(-c3cc(CN4CCN(Cc5ccc(C(F)(F)F)cc5)CC4)no3)cc2F)c1	75
C=Cc1ccc(CC)cn1	81
CCCC(=O)OCCOc1ccccc1	105
NC(=O)C[n+]1cccc2c3ccccc3ccc21	115
COc1c(C(=O)Nc2ccccc2)cc(S(=O)(=O)N2CCCCC2)c(OC)c1OC	84
COc1ccc(/C=C\c2cc(OC)c(OC)c(OC)c2)cc1NC(=O)/C=C/c1cc(OC)c(OC)c(OC)c1	16
Cn1cc(-c2nc(-c3cn(C)c4ncccc34)cs2)c2ccccc21	28
C=C(C)[C@@H]1CC[C@]2(C(=O)O)CC[C@]3(C)[C@H](CC[C@@H]4[C@@]5(C)C[C@@H](Cc6cn([C@H]7C[C@H](n8cc(C)c(=O)[nH]c8=O)O[C@@H]7CO)nn6)[C@H](OC(=O)CC(C)(C)C(=O)O)C(C)(C)[C@@H]5CC[C@]43C)[C@@H]12	124
CCCN(CCC)C(=O)CCl	104
CN(C)Cc1ccccc1O	63
Cc1c(C)c2c(c(C)c1OCC(=O)O)CC[C@@](C)(CCC[C@@H](C)CCC[C@@H](C)CCCC(C)C)O2	1.9*[50 µM]
CCOC(=O)c1ccc2c(c1N1CCN(C)CC1)N(O)ON2	108
Cc1[nH]c2ccccc2c1C=C(C#N)C#N	103
O=C(C[n+]1cccc2ccccc21)c1ccc(F)cc1	98
O/N=C(/CSc1n[nH]c(-c2ccncc2)n1)c1ccc(Cl)cc1	113
Nc1cccc2cccc(N)c12	74&107
O=C1/C(=N\c2nnc(-c3ccc(Cl)cc3)s2)c2ccccc2N1Cc1ccccc1	69
O=C1Nc2ccc(Cl)cc2C12Nc1cc(Cl)ccc1S2 (configuration not stated)	43
Cn1cc(-c2nc(-c3ccsc3)cs2)c2cccnc21	102
N#Cc1nc(Cc2cccc3ccccc23)oc1N1CCN(C(c2ccccc2)c2ccccc2)CC1	104
O=c1[nH]c2ccc(Cl)cc2cc1CSc1ccc(Nc2nccc(-c3ccc(Cl)cc3)n2)cc1	52
CN1Cc2cccc(N3CCNCC3)c2C[C@@H]1CN(C)[C@H]1CCCc2cccnc21	92
CC/C=C\C[C@H](O)C/C=C1/C(=O)C(Cl)=C[C@@H]1C/C=C\CCCC(=O)O	19
COC(=O)c1nccnc1N	107&103
CCN1CCN(C(=O)[C@]2(C)CC[C@]3(C)CC[C@]4(C)C(=CC(=O)[C@@H]5[C@@]6(C)CCC(=O)C(C)(C)[C@@H]6CC[C@]54C)[C@@H]3C2)CC1	15
CC(CNC(Cc1ccccc1)c1ccccc1)NC(Cc1ccccc1)c1ccccc1 (configuration not stated)	26
CC(=O)Nc1ccc(F)cc1	102
COc1ccc([C@H]2[C@H](C(=O)Nc3cc(Br)ccn3)c3ccccc3C(=O)N2c2ccccc2)cc1	87
Cc1nc2ccccc2nc1SCc1nnc(Nc2ccc(Cl)cc2)o1	32
COc1ccc(C(=O)c2c(C(=O)O)ccc3ccccc23)cc1	108
CC[C@H](CC[C@@H](C)[C@H]1CC[C@H]2[C@@H]3CC(=O)C4=CC(=O)/C(=C/c5ccc([N+](=O)[O-])cc5)C[C@]4(C)[C@H]3CC[C@]12C)C(C)C	84

(listing goes on)
SMILES	HL-60(TB)
O=C(NCCCNc1nccc(-c2c(-c3cccc(F)c3)nc3sccn23)n1)c1ccc(C(F)(F)F)cc1	115
O=C(Nc1ncc(Cc2ccccc2)s1)c1ccc2c(c1)OCCO2	-49*
Cn1c(N2CCCCC2)nc(-c2ccco2)c(C#N)c1=O	107
OCCN1CCN(c2ccc(Cl)cc2)CC1	89
COc1ccc2nc(SCC(=O)Nc3ccccc3C)[nH]c2c1	100
O=C(O)C1C2c3ccccc3C(c3ccccc32)C1C(=O)O (configuration not stated)	93
CC(=O)Nc1ccc(S(=O)(=O)N=[N+]=[N-])cc1	82
CC(C)CC(C)(C[N+](=O)[O-])C[N+](=O)[O-]	111
Cc1c(C(=O)C(SC(=S)N2CCN(C(=O)OC(C)(C)C)CC2)SC(=S)N2CCN(C(=O)OC(C)(C)C)CC2)nnn1-c1ccc([N+](=O)[O-])cc1	92
OCCCNc1nc2nonc2nc1Nc1ccccc1	105
O=C(COC(=O)c1ccc(Br)o1)Nc1nc(-c2ccccc2)cs1	89
COc1cc2c(c(OC)c1O)C(=O)C(OC)C(c1ccc(O)c(O)c1)O2 (configuration not stated)	-29*
O=NN(CCCl)C(=O)Nc1c[nH]c(=O)[nH]c1=O	86
COc1ccc(C(=O)CSc2nc(Nc3cccc(S(N)(=O)=O)c3)cc(-c3ccccc3)n2)cc1	104
O=C1/C(=C/c2cccc(OCCCc3ccccc3)c2)Oc2cc(OCCN3CCCCC3)ccc21	73
C[C@]12CC(=O)C[C@@H]1C[C@H]1CC[C@]3(C)CC4(C[C@H]3C[C@H]1C2)S(=O)(=O)CCS4(=O)=O	114
COc1cc(O)c(/C=N/N2C(=O)CSC2=S)c(OC)c1	59
Cc1ccc(C)c(NC2=CC(=O)C(=O)c3ccccc32)c1	74
Clc1ccc(/C=C/c2cc(N3CCOCC3)c3cc(Cl)c(Cl)cc3n2)cc1	-16*
C[C@]12CC[C@@H]3c4ccc(O)cc4CC[C@H]3[C@@H]1CC[C@@H]2NS(=O)(=O)c1cccc(OC(F)(F)F)c1	11

Some of the entries above in a different format:
Structure | HL-60(TB)
Cc1nc2ccccc2nc1SCc1nnc(Nc2ccc(Cl)cc2)o1 | 32
COc1ccc(/C=C\c2cc(OC)c(OC)c(OC)c2)cc1NC(=O)/C=C/c1cc(OC)c(OC)c(OC)c1 | 16

Next part:
SMILES	HL-60(TB)
C=C1CC[C@@H]2[C@]3(C)COC(c4ccccc4)O[C@@H]3CC[C@@]2(C)[C@@H]1C/C=C1/C(=O)OCC1OC(C)=O (some centres not stated)	-52*
NNS(=O)(=O)c1ccc(Cl)c(S(=O)(=O)NN)c1	108
O=C(CCl)NNc1nccc(Nc2ccc(S(=O)(=O)Nc3ccncc3)cc2)n1	37
Cc1cc(-c2ccccc2)n2nc(NC#N)nc2c1C#N	123
O=C1C[C@@H](c2ccccc2)Oc2c(Cc3ccccc3O)c(O)c(Cc3ccccc3O)c(O)c21	99
CC(=NCc1ccccc1)c1ccc(O)cc1O	102
COc1ccc(NC(=O)Nc2ccc(OCC(=O)c3ccccc3)cc2)cc1	81
COc1ccc(/C=C/C(=O)c2ccc(Nc3ccnc4cc(Cl)ccc34)cc2)cc1	18
CCOc1c(OC)cc2c(c1O)C(=O)N[C@@H]1[C@@H](O)[C@@H](O)[C@H](O)C[C@@H]21	100
C[C@]12C[C@@H](c3ccoc3)OC(=O)[C@@H]1CC[C@]1(C)[C@@H]2CC[C@@H]2O[C@@]21C	111
CC(C)=CCc1c2c(c3occ(-c4ccc(O)cc4)c(=O)c3c1O)C=CC(C)(C)O2	65
Cc1ccc(NC(=O)c2sc3nc(-c4cccs4)ccc3c2N)cc1F	92
COc1cc(-n2cc(-c3ccc(S(C)(=O)=O)cc3)n(C(C)=O)c2=O)cc(OC)c1OC	100
Cc1cc(Cl)ccc1OCC(=O)O	109
O=c1oc(-c2ccccc2)c(-c2ccccc2)c2ccccc12	92&99
Cc1cccc(NCS(=O)(=O)O)c1	103
O=c1oc2ccccc2cc1-c1cc2ccccc2[nH]1	104
Nc1nc(N)c2c(n1)NC(c1ccccc1)CC(c1cccc(Nc3ccncc3)c1)=N2 (configuration not stated)	79
Cc1ccc(NCC(=O)N2CCN(c3ncnc4c3cnn4-c3ccccc3)CC2)cc1	67
Cc1cc(=O)oc2cc(OCCCOc3ccc(/C=C/C(=O)N4CCOCC4)cc3)ccc12	93
